Screening data: PubChem, National Center for Advancing Translational Sciences (NCATS)
TRb-SRC2 inh: disrupts binding of human TR beta to SRC2. 280,000 tested, 0.065% active. P10828. Potency, µM (series often up to 106 µM), without a hit: at the top dose activity change, negative = inhibition, usual class: inhibitors. AID 1469. TRbeta-SRC2 peptide binding, fluorescence polarization; receptor liganded with 1 µM T3;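 note: plate controls were bound peptide for no effect and peptide without receptor for full effect; nearly all actives have a fitted effect of over 50% in size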
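Read-out is fluorescence polarization (555 nm excitation, 632 nm emission) of a Texas Red SRC2 coactivator peptide; loss of signal reflects blocked binding to human TRb ligand-binding domain in the presence of 1 uM T3.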
RECQ1 helicase: blocks DNA unwinding by human RECQ1 | P46063 | RECQ1 DNA unwinding, red fluorescence kinetic read | Potency, µM (highest dose often 57.3 µM), for the others: at the highest dose activity, negative = inhibition, hits mostly inhibitors | 240,000 tested, 0.54% active | AID 2549;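 note: plate controls were vehicle for no effect and no enzyme for full effect; nearly all actives have a fitted effect of over 30% in size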
Target sequence (P46063 whole entry, looked up): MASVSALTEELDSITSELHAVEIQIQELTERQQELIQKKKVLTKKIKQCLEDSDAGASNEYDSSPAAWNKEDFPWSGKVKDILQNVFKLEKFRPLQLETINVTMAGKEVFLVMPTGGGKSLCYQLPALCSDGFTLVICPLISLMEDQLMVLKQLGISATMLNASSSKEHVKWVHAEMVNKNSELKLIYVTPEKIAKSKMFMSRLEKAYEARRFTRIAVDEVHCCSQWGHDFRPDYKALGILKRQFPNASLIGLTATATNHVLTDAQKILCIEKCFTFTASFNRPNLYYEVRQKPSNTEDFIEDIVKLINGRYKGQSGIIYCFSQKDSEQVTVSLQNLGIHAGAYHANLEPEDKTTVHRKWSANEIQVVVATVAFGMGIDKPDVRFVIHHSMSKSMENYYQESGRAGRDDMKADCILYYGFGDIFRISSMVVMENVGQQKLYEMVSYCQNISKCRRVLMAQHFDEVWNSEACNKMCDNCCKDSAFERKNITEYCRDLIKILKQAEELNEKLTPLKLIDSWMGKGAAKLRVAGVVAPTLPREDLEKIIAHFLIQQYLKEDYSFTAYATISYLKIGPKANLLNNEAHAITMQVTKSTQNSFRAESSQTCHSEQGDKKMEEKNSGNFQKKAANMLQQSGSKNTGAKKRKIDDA
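50 nM RECQ1T1 preincubated 15 min with compound in Tris pH 8.0 buffer with MgCl2, DTT, Tween-20 and 2.5 ug/ml poly(dI-dC); started with 200 nM TAMRA/BHQ-2 forked duplex and 2 mM ATP. Unwinding read as fluorescence (525/598 nm), two reads 2 h apart.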
RGS12 GoLoco inh: inhibitors of human Gai1-RGS12 GoLoco interaction (red fluorophore); Gai1:RGS12 GoLoco peptide FP, rhodamine, 10 min; P63096; Potency, µM (highest dose often 61.6 µM), for inactives: at the highest dose activity, negative = inhibition, actives largely listed as inhibitors; 230,000 tested, 0.44% active; AID 880; active = well fitted inhibition curve with a large enough effect, not every such curve was filed as active; inactive = no such curve, though single readings can be large or run the other way; note: nearly all actives have a fitted effect of over 30% in size; many of its hits are not listed in these tables
Target sequence (P63096 whole entry, looked up): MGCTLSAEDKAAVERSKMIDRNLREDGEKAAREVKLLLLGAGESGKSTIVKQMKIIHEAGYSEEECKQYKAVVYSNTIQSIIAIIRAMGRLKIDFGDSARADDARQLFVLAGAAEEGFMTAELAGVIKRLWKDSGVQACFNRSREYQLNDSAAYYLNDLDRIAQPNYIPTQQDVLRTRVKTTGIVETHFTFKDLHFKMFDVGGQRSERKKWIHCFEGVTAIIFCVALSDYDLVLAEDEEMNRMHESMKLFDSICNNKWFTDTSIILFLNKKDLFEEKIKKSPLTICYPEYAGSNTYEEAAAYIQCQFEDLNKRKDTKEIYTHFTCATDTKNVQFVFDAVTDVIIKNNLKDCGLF
KDM4E inh: inhibitors of human JMJD2E histone demethylase | B2RXH2 | JMJD2E catalytic domain, FDH-coupled NADH fluorescence (FDH is formaldehyde dehydrogenase) | Potency, µM (top dose mostly 57.1 µM), for the others: top-dose activity change, negative = inhibition, usual class: inhibitors | 230,000 tested, 1.6% active | AID 2147; active = well fitted inhibition curve with a large enough effect, not every such curve was filed as active; inconclusive = small, poorly fitted or top-dose-only effect, or another doubt; inactive = no such curve, though single readings can be large or run the other way;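 note: 0% = wells with enzyme and -100% = buffer wells without enzyme; nearly all actives have a fitted effect of over 50% in size; many of its hits are not listed in these tables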
Tau fibril FP: inhibitors of human tau fibril formation | P10636 | Potency, µM (doses to about 57.7 µM), for inactives: at the highest dose activity, negative = inhibition, usual class: inhibitors | K18 P301L tau heparin fibrillization, Alexa594 FP, 6 h | 280,000 tested, 0.39% active; note: nearly all actives have a fitted effect of over 55% in size
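FP of Alexa 594-tau after heparin (20 uM) induction. Substrate: human K18 P301L, 15 uM unlabeled, 0.24 uM labeled. Buffer 100 mM sodium acetate pH 7. 6 hr, 37 C.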
TR SRC2 fluor cs: alters Texas Red total fluorescence, flagging assay interference | TRb/SRC2 Texas Red total fluorescence interference | 280,000 tested, 0.29% active | Potency, µM (top dose mostly 106 µM), for inactives: at the top dose fluorescence change, negative = quenching; active = well fitted curve in either direction with a large enough effect; inconclusive = small, poorly fitted or top-dose-only effect
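Human TRb ligand-binding domain at 0.6 uM with 20 nM Texas Red SRC2 peptide in Tris buffer containing 1 uM T3 and 5% DMSO, incubated with compound 5 h at ambient temperature. Total fluorescence (555/632 nm) calculated as parallel + 2 × perpendicular.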
L3MBTL1 inh: inhibitors of human L3MBTL1. AID 485360. AlphaScreen L3MBTL1–H3K9me1 peptide binding. 230,000 tested, 0.66% active. Q9Y468. Potency, µM (doses to about 57.1 µM), for the others: at the highest dose activity, negative = inhibition, usual class: inhibitors; note: nearly all actives have a fitted effect of over 60% in size
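L3MBTL1 50 nM + b-AHA-H3(1-15)K9me1 75 nM, 30 min RT; compound added, 30 min RT; streptavidin donor/Ni-chelate acceptor beads 10 ug/mL each final, 30 min RT dark; AlphaScreen read.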
Tau fibril ThT: blocks human tau fibril formation measured by thioflavin T. P10636. 270,000 tested, 2.1% active. Potency, µM (series often up to 57.4 µM), for the others: at the highest dose activity, negative = inhibition, most hits filed as inhibitors. recombinant tau K18 P301L (four-repeat tau fragment), heparin-induced fibrillization, ThT fluorescence; note: nearly all actives have a fitted effect of over 55% in size
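In this qHTS, human K18 P301L tau is incubated with compound and heparin for 6 hr at 37 C, and Thioflavin T fluorescence then reports fibril load.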
An asterisk follows results filed as active; i = inactive; ? = inconclusive; · = no result given; & = joins results of further samples; [ ] = dose if it differs, or a comment. Unless noted, calls come from the whole dose curve; as a rule, active = well fitted curve in the direction sought with a large enough effect; inconclusive = small, poorly fitted or top-dose-only effect, or another doubt; inactive = no such curve, though single readings can be large; an effect the other way counts as inactive or inconclusive. Unless noted, % is set by controls: 0 for no effect and ±100 for the full control effect; potency is the fitted concentration of half-maximal effect. An excerpt, so the mix of outcomes need not match the whole.

Below each SMILES: TR SRC2 fluor cs	TRb-SRC2 inh	KDM4E inh	Tau fibril FP	L3MBTL1 inh	Tau fibril ThT	RGS12 GoLoco inh	RECQ1 helicase
(1) O=C(C1CC(c2ccc(F)cc2)=NO1)N1CCc2ccccc2C1 (stereo unspecified)
    -1%	6%	0%	2%	·	-18%	-3%	-9%
(2) Cc1nc2ccc(S(=O)(=O)NCC(=O)NCCN3CCCCC3C)cc2s1 (stereo unspecified)
    -6%	0%	1%	-1%	-2%	-1%	10%	-3%
(3) CCN(CC)c1nc(-c2ccccc2Cl)c2cc(Br)ccc2n1
    -2%	-12%	·	-11%	·	-8%	·	·
(4) Cc1ccc(NC(=O)CCS(=O)(=O)c2ccc3c(c2)oc(=O)n3C)c(Br)c1
    -3%	-3%	·	-6%	·	-10%	·	·
(5) O=C(Nc1ccc(F)c(Cl)c1)c1cc(S(=O)(=O)N2CCc3ccccc3C2)ccc1F
    -1%	5%	·	?	·	14%	·	·
(6) CC(C)n1ncc(C(N)=O)c1N
    1%	2%	2%	0%	8%	-1%	7%	-2%
(7) CCN(CCN(C)C)C(=O)c1ccc2c(c1NCCO)C(=O)c1ccccc1C2=O
    5%	2%	?	-2%	·	?	118%[activator]	2%
(8) CC(Sc1ncnc2ccccc12)C(=O)Nc1ccc2c(c1)OCO2 (stereo unspecified)
    1%	0%	3%	5%	-2%	?	28%	-1%
(9) Cn1ccc(=Nc2ccc(NC(=O)c3ccc(N=c4ccn(C)c5ccc([N+](=O)[O-])cc45)cc3)cc2)cc1
    0%	5%	?	-3%	25µM*	?	13%	-5%
(10) COCC(=O)NC1CCN(C(=O)Nc2ccc(Br)cc2)CC1
    3%	5%	8%	-8%	·	-6%	6%	i
(11) CCc1nnc(NC(=O)CSc2nnc(-c3ccco3)n2C)s1
    -5%	-5%	4%	2%	1%	?	6%	-3%
(12) Cc1cnn(CCC(=O)NNC(=S)Nc2ccc(F)cc2)c1
    1%	-1%	-6%	-4%	-1%	-9%	1%	-5%
(13) CC1CCN(c2nc(-c3ccco3)c3c(c2C#N)CC(C)(C)OC3)CC1
    -2%	-12%	?	-7%	-16%	?	-11%	-4%
(14) O=[N+]([O-])c1ccc(N2CCCCC2)cn1
    -3%	4%	5%	-2%	-3%	?	1%	i
(15) N#Cc1cccc(NC(=O)CCn2ccnc2)c1
    -4%	-4%	2%	11%	·	4%	-10%	10%
(16) COc1ccccc1NC(=S)N(CCCN1CCOCC1)Cc1ccccn1
    0%	7%	-5%	0%	3%	-1%	-8%	-6%
(17) CC(Sc1nnc2ccccn12)C(=O)Nc1ccc2c(c1)OCO2 (stereo unspecified)
    -1%	0%	-18%	6%	-21%	-14%	-2%	-1%
(18) Fc1ccc(/C=N/N2CCOCC2)c(F)c1
    0%	0%	-2%	4%	-4%	10%	-1%	2%
(19) CCCOc1cccc(C(=O)O)c1
    -2%	0%	2%	5%	·	-3%	-2%	-1%
(20) COc1ccc(C2C3=C(CC(C)(C)CC3=O)Nc3c2c(=O)[nH]c2nc(C)nn32)cc1 (stereo unspecified)
    0%	-5%	-3%	2%	-7%	2%	-2%	-1%
(21) Cn1c(=N)c(S(=O)(=O)c2ccccc2)cc2c(=O)n3ccccc3nc21
    -4%	-10%	?	-3%	-2%	1%	8%	-1%
(22) COc1ccccc1N1CCN(CCCCNS(=O)(=O)c2cccc3c(N(C)C)cccc23)CC1
    -30%	9%	-19%	10%	·	?	5%	-10%
(23) Cn1c2c(c(=O)[nH]c1=O)C(c1ccc(O)cc1)C1=C(N2)c2ccccc2C1=O (stereo unspecified)
    -6%	6%	-5%	4%	·	22µM*	18%	i
(24) COC(=O)c1onc(C(=O)c2ccccc2)c1C(=O)OC
    1%	8%	-4%	3%	8%	-3%	2%	-2%
(25) COc1ccc(/C(C#N)=C/c2cccnc2)cc1
    -1%	-2%	?	-4%	·	-9%	-3%	1%
(26) COc1ccc(NC(=O)N(Cc2cccs2)Cc2cc3cc4c(cc3[nH]c2=O)OCO4)cc1
    -7%	0%	?	19%	-2%	-10%	5%	-2%
(27) O=C(CSc1ccc(Cl)cc1)N/N=C/c1cccnc1
    -4%	-6%	4%	3%	6%	-6%	18%	-7%
(28) CC(=O)N1CCN(C(=O)CCc2nnc(CCCCc3ccccc3)o2)CC1
    -3%	2%	5%	15%	5%	5%	4%	14%
(29) COc1ccc(OC(C)C(=O)Nc2ccc(F)cc2F)cc1 (stereo unspecified)
    -2%	-4%	1%	6%	7%	-2%	-2%	13%
(30) CCC(C)(C)n1nnnc1C(c1ccc2ncccc2c1)N1CCN(Cc2ccc3c(c2)OCO3)CC1 (stereo unspecified)
    2%	2%	-11%	-3%	6%	-13%	3%	-15%
(31) CCOc1ccc(NC(=O)CSC2=C(C#N)C(c3ccc4c(c3)OCO4)CC(=O)N2)cc1 (stereo unspecified)
    -2%	2%	-3%	-10%	·	-15%	9%	i
(32) O=S(=O)(Nc1ccc(-c2csc(-c3ccccc3)n2)cc1)c1ccc(F)cc1
    0%	6%	-17%	11µM*	0%	-9%	2%	-13%
(33) Cc1c(Cl)cccc1Nc1nn2c(=O)c3ccc(C(=O)NCCc4ccccc4)cc3nc2s1
    -3%	-6%	·	?	·	1%	·	·
(34) N#CCC1c2ccccc2CCN1C(=O)Nc1cccc(C(F)(F)F)c1 (stereo unspecified)
    0%	5%	0%	-5%	11%	2%	-4%	10%
(35) CC(C)(C)NS(=O)(=O)c1ccc(CCC(=O)NCc2ccc3c(c2)OCO3)cc1
    0%	-6%	-5%	0%	-17%	5%	-40%	5%
(36) CN(C)c1ccnc2c[cH-]cc12.[Fe].c1ccc(-[c-]2[c-](-c3ccccc3)[c-](-c3ccccc3)[c-](-c3ccccc3)[c-]2-c2ccccc2)cc1 (stereo unspecified)
    -2%&-2%	4%&3%	2%&2%	-1%&-3%	·	?	5%&2%	2%&-4%
(37) CCOC(=O)CN1NC2(CCCC(C)C2)NC1=S (stereo unspecified)
    0%	1%	?	0%	·	-12%	-5%	4%
(38) COc1cc(NC(=S)Nc2cccnc2)cc(OC)c1OC
    -3%	5%	?	2%	8%	-4%	14%	-18%
(39) COc1ccc(-c2nnc(SCC(=O)NC(C)C)n2CC2CCCO2)cc1OC (stereo unspecified)
    1%	-16%	0%	2%	36%	9%	-2%	-10%
(40) CC(=O)Nc1ccc(Nc2ncc([N+](=O)[O-])c(Nc3ccc(NC(C)=O)cc3)n2)cc1
    -5%	-17%	-2%	-7%	9%	8.9µM*	2%	-1%
(41) O=S(=O)(N1CCOCC1)n1c(Cc2ccccc2)nc2ccccc21
    -1%	-22%	-9%	1%	-2%	2%	8%	-12%
(42) COc1cc(-n2c(C)nc3cc(C(=O)NCCN4CCOCC4)ccc32)cc(OC)c1OC
    1%	3%	3%	-4%	5%	-7%	8%	-6%
(43) COc1cc2[nH]c(=O)n(CCCC(=O)NCc3ccc(Cl)cc3)c(=O)c2cc1OC
    -1%	-10%	·	-17%	·	?	·	·
(44) COc1ccc(Cl)cc1NC(=S)NCc1ccc(S(N)(=O)=O)cc1
    4%	7%	-1%	-4%	-7%	-2%	5%	-5%
(45) CC(C)[C@H](CO)N(Cc1cccc(F)c1)c1nc(Nc2cccc(Cl)c2)c2ncn(C(C)C)c2n1
    -2%	-2%	?	8%	·	-11%	7%	i
(46) O=C(Nc1ncc(Cc2ccc(Cl)cc2Cl)s1)c1ccc([N+](=O)[O-])cc1
    -4%	-2%	2%	-4%	-1%	-15%	16%	0%
(47) Cc1cccc(NC(=S)NCCSc2ccc(Cl)cc2)c1
    -1%	1%	2%	?	·	-18%	17%	-5%
(48) CCCCCCOc1ccc(C2C(=O)N(C3CCCCC3)CC(=O)N2C2CCCCC2)cc1 (stereo unspecified)
    -1%	0%	·	-5%	·	-11%	·	·
(49) Cc1ccc(S(=O)(=O)N(C)C)cc1NC(=S)NC(=O)C12CC3CC(CC(C3)C1)C2
    -6%	-2%	13%	-11%	-3%	-10%	2%	-12%
(50) CC(C)C(C)NC(=O)COc1ncnc2ccccc12 (stereo unspecified)
    -4%	-7%	-2%	1%	·	-3%	-3%	i
(51) CC(NC(=O)C(=O)NN=C1CCCCCCCCCCC1)c1ccccc1 (stereo unspecified)
    -1%	4%	76%[activator]	0%	1%	-6%	-3%	i
(52) O=C(Nc1ccc(-n2cccc2)cc1)C1CC1
    -4%	0%	-2%	4%	-5%	-5%	4%	0%
(53) N#C/C(=C\c1c(Cl)cccc1Cl)c1nc2ccccc2o1
    6%	-2%	?	-3%	-14%	?	0%	-10%
(54) CN(CC1CCOCC1)C(=O)CC1C(=O)NCCN1Cc1ccc(-c2ccccc2)cc1 (stereo unspecified)
    -5%	-2%	-23%	-7%	-1%	?	-3%	-8%
(55) O=[N+]([O-])c1ccc(NCCNCCOc2nonc2-c2ccccc2)c([N+](=O)[O-])c1
    -1%	-4%	-13%	10%	-7%	?	1%	i
(56) CC1(C)S[C@@H]2[C@H](NC(=O)[C@@H](N)c3ccccc3)C(=O)N2[C@H]1C(=O)O[C@H]1OC(=O)c2ccccc21
    -1%[53 µM]	3%[53 µM]	?	·	·	·	5%[21.6 µM]	i

Complete entries, looked up by structure:
Results for Cc1cccc(NC(=S)NCCSc2ccc(Cl)cc2)c1 → TR SRC2 fluor cs = -1%; TRb-SRC2 inh = 1%; KDM4E inh = 2%; Tau fibril FP = ?; L3MBTL1 inh = ·; Tau fibril ThT = -18%; RGS12 GoLoco inh = 17%; RECQ1 helicase = -5%
Results for CCCCCCOc1ccc(C2C(=O)N(C3CCCCC3)CC(=O)N2C2CCCCC2)cc1 (stereo unspecified) → TR SRC2 fluor cs = -1%; TRb-SRC2 inh = 0%; KDM4E inh = ·; Tau fibril FP = -5%; L3MBTL1 inh = ·; Tau fibril ThT = -11%; RGS12 GoLoco inh = ·; RECQ1 helicase = ·
